FBPA coupling cs: coupling enzyme interference in Giardia aldolase counter-screen; coupling enzyme system counterscreen, AmpLite Red fluorescence; AID 2472; 0.67% of 290,000 active; activity change, negative = inhibition, % at 58.2 µM, hits read low; in the data active = activity change below about -30%; also: % is scaled to controls: 0 for no effect and ±100 for the full control effect
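Counterscreen of the coupled detection system alone, without aldolase: glyceraldehyde-3-phosphate coupling enzymes plus AmpLite Red readout. Compounds at 57.5 uM final, 10 min RT preincubation, 20 min RT reaction, fluorescence 525/598 nm.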
Tb PFK block: blocks T. brucei phosphofructokinase; Potency, µM (doses to about 57.5 µM), for inactives: top-dose activity, negative = inhibition, usual class: inhibitors; 0.17% of 330,000 active; O15648; T. brucei PFK, ADP-Glo luminescence;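 also: potency is read from the fitted curve at half-maximal effect; 0% = uninhibited 1x PFK enzyme wells and -100% = no-enzyme wells; nearly all actives have a fitted effect of over 60% in size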
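ADP-Glo luminescence quantified ADP after 45 min at room temperature, with 1.25 nM T. brucei PFK, 0.1 mM ATP and 0.5 mM fructose-6-phosphate in pH 8.0 TEA buffer. qHTS titrations up to 57 µM; curves classified by quality.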
Giardia kill: kills Giardia lamblia; Giardia lamblia trophozoite viability; activity change, % at 7.66 µM, hits read low; 0.15% of 340,000 active; in the data active = activity change below about -80%; inconclusive = between about -30% and that limit;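 also: parasites exposed to compound for two days anaerobically before the ATP read; % is scaled to controls: 0 for no effect and ±100 for the full control effect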
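Trophozoites 100 cells/well + cpd; 48 hrs, 37 deg C, anaerobic. ATPLite 1-Step added, 15-30 min RT, luminescence read (ATP-based viability).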
Rab9 prom act: activates the Rab9 promoter; Huh7 Rab9 promoter-luciferase reporter, luminescence, 24 h; Potency, µM (highest dose often 9.22 µM), without a hit: at the highest dose activation, negative = inhibition, usual class: activators; 2.8% of 320,000 active; also: potency is read from the fitted curve at half-maximal effect; % of control where 0% means no effect; nearly all actives have a fitted effect of over 60% in size
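Luminescence read-out: Huh7 cells stably expressing Rab9-luciferase, treated 24 h with compound at 37 °C, then lysed with luciferase reagent for 10 min at ambient before reading.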
RORgamma inh: ROR gamma (mouse) transcription inhibition; P51450; 5.4% of 310,000 active; AID 2551; Drosophila S2 Gal4-RORgamma UAS-luciferase reporter, 20 h; Potency, µM (titrated, usually from 53.6 µM), for inactives: at the highest dose activity change, negative = inhibition, hits mostly inhibitors; also: potency is read from the fitted curve at half-maximal effect; % is scaled to controls: 0 for no effect and ±100 for the full control effect; nearly all actives have a fitted effect of over 60% in size
Target sequence (P51450 whole entry, looked up, the tested form may be a part): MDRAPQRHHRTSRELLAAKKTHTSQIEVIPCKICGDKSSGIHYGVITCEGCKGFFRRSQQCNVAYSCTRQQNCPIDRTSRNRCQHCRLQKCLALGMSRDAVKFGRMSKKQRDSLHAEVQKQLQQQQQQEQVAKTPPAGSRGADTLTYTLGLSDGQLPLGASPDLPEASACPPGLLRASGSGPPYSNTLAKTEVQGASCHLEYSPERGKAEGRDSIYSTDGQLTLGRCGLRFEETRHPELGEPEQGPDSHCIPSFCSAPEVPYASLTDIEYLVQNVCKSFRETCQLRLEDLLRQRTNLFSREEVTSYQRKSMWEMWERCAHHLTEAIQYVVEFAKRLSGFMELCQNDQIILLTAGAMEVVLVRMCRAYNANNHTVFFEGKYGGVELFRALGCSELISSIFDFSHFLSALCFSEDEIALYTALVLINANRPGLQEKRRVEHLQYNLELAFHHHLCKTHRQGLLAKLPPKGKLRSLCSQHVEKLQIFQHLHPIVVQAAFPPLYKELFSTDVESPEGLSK
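In this cell-based reporter format, copper sulfate (700 uM final) drives Gal4–ROR gamma fusion expression from a metallothionein promoter in Drosophila Schneider cells; compounds preincubated 1 hr, reporter read after 20 hr at ambient temperature.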
VP16 counter: Gal4-VP16 reporter inhibition counter-screen. Drosophila S2 Gal4-VP16 UAS-luciferase, luminescence, 20 h. Potency, µM (titrated, usually from 53.6 µM), for inactives: top-dose activity, negative = inhibition, usual class: inhibitors. 3.5% of 310,000 active. AID 2546;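 also: Gal4-VP16 expression switched on by copper sulfate through the metallothionein promoter; potency is read from the fitted curve at half-maximal effect; % is scaled to controls: 0 for no effect and ±100 for the full control effect; nearly all actives have a fitted effect of over 50% in size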
NPC1 prom act: NPC1 promoter activation; Huh7 NPC1 promoter luciferase reporter, 24 h; Potency, µM (top dose mostly 9.22 µM), for inactives: at the top dose activation, most hits filed as activators; 2.4% of 320,000 active;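 also: potency is read from the fitted curve at half-maximal effect; % of control where 0% means no effect; nearly all actives have a fitted effect of over 60% in size; reporter is driven by a mutant NPC1 promoter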
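Luciferase expression driven by the NPC1 promoter was measured in stably transfected Huh7 cells after a 24 h compound incubation, using a luciferase reagent and a luminescence read.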
ELG1 genotox: induces genotoxicity in HEK293T cells with luciferase-tagged ELG1; HEK293T ELG1-luciferase reporter, luminescence, 16 h; Potency, µM (highest dose often 46 µM), without a hit: at the highest dose activity change, positive = activation, usual class: activators; 1.3% of 330,000 active; AID 504466; also: potency is read from the fitted curve at half-maximal effect; % of control where 0% means no effect; nearly all actives have a fitted effect of over 60% in size
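Cells (2,000/well) expressing the ELG1-luciferase fusion are dosed by pin tool and kept 16 hr at 37 °C, 5% CO2. Signal comes from ONE-Glo luciferase reagent after 30 min at room temperature.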
uPA surface inh: cell surface uPA generation inhibition | 0.31% of 330,000 active | Potency, µM (doses to about 38.3 µM), inactives show top-dose activity change, negative = inhibition, usual class: inhibitors | cell surface uPA generation assay, qHTS; active = well fitted inhibition curve with a large enough effect; inconclusive = small, poorly fitted or top-dose-only effect; inactive = no such curve, though single readings can be large or run the other way; tested in mouse RAW 264.7 cells; also: potency is read from the fitted curve at half-maximal effect; % is scaled to controls: 0 for no effect and ±100 for the full control effect; nearly all actives have a fitted effect of over 55% in size
FLuc modulator: firefly luciferase modulation, counter-screen for miR-21 project | P08659 | 6.9% of 360,000 active | purified FLuc, Km substrates, luminescence inhibition | AID 588342 | Potency, µM (highest dose often 57.5 µM), inactives show at the top dose activity change, negative = inhibition, actives largely listed as inhibitors;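 also: potency is read from the fitted curve at half-maximal effect; plate controls were vehicle for no effect and reference inhibitor for full effect; nearly all actives have a fitted effect of over 55% in size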
Target sequence (P08659 whole entry, looked up): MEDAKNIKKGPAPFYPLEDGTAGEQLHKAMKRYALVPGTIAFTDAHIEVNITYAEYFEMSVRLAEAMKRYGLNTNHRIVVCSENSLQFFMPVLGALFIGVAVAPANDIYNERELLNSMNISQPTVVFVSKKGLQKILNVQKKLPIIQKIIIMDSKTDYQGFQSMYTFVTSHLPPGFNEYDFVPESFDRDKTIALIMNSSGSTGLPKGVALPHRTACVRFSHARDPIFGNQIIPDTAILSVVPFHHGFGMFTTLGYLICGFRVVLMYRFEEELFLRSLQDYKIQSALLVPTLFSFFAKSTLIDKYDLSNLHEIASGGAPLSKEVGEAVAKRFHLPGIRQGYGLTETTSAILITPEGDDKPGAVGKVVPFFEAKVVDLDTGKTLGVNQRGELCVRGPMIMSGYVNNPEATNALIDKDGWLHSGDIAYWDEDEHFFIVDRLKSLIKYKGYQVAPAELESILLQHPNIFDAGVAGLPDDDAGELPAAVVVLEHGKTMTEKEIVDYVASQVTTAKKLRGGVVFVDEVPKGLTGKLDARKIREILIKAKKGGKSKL
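Biochemical qHTS of compounds, final roughly 60 µM downward over six points, against 10 nM purified firefly luciferase using Km concentrations of substrates (10 uM D-luciferin, 10 uM ATP) in Tris acetate pH 7.5 buffer; luminescence output.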
KCNH2 3.1 inh: inhibitors of human KCNH2 3.1 potassium channel isoform; U2OS KCNH2 3.1, thallium flux FluxOr; stronger effect = lower value; activity change, % (tested at about 1.8 µM); 0.95% of 340,000 active; AID 720553;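 active = maximum activity change below -70%; inconclusive = maximum activity change from -70% to -50%; inactive = maximum activity change above -50%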;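 also: thallium influx rate constant from kinetic fluorescence after stimulation buffer; % is scaled to controls: 0 for no effect and ±100 for the full control effect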
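Steps: virus added to U2OS suspension (4 h, RT, dark); medium with 10% FBS added, cells plated, 37 C overnight; FluxOr/Red40 loading buffer 45 min RT; stimulation buffer, 2 min kinetic read; rate constant normalized.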
* = called active by the depositor; ? = inconclusive; . = not tested or not shown; [ ] = remark or other dose. Unless noted, calls follow the shape of the dose curve; as a rule, active = well fitted curve in the direction sought with a large enough effect; inconclusive = small, poorly fitted or top-dose-only effect, or another doubt; inactive = no such curve, though single readings can be large; an effect the other way counts as inactive or inconclusive.

SMILES | FBPA coupling cs | Tb PFK block | Giardia kill | Rab9 prom act | RORgamma inh | VP16 counter | NPC1 prom act | ELG1 genotox | uPA surface inh | FLuc modulator | KCNH2 3.1 inh
O=C1Cc2ccccc2Sc2ccccc21 | 2 | 1% | -4 | 2% | 10% | -3% | -3% | 3% | -2% | 3% | -5
Cc1ccc(NC(=S)Nc2cccc3cnccc23)cc1 | -38* | -4% | 9 | 21% | ? | ? | 2% | -8% | -3% | ? | 5
COc1ccc(OCCSc2n[nH]c(N)n2)cc1 | 3 | 1% | -20 | 2% | ? | ? | -2% | ? | -11% | -7% | 7
O=[N+]([O-])c1ccc2c(c1N1CCCCC1)=NC1(CCCCC1)[N+]=2[O-] | -26 | -8% | 14 | -3% | 15% | -3% | 1% | -1% | 1% | ? | 12
Cc1cc(C)n(C(=O)COc2ccccc2[N+](=O)[O-])n1 | 5 | -2% | -6 | 15% | 5% | 4% | 0% | -3% | 4% | 0% | 6
Clc1ccc(NC2=NCCC2)cc1Cl | 5 | -5% | 25 | 3% | -24% | -7% | -4% | -1% | 2% | -1% | 15
CCOC(=O)c1cnc(SC)nc1Oc1cccc(NS(=O)(=O)c2ccc(F)cc2)c1 | -1 | 0% | -25 | 1% | 8% | -5% | -3% | -4% | -1% | -1% | 2
COc1ccc(C(CNC(=O)CSc2ccc(Br)cc2C)N2CCOCC2)cc1 (centres undefined) | . | 5% | -4 | -4% | . | . | -2% | -3% | 1% | 0% | 11
O=C(Nc1cccc(-c2nc3ccccc3s2)c1)C1=COCCO1 | -1 | 0% | -6 | -2% | 27% | 1% | -5% | 10% | -12% | 17µM* | 7
Cc1nn(CCCC(=O)O)c(C)c1[N+](=O)[O-] | 0 | 7% | 9 | 1% | 4% | -3% | -1% | 5% | 3% | -1% | -3
CCCOC(=O)c1c(NC(=O)CCCn2nc([N+](=O)[O-])cc2C)sc(C(=O)OC)c1C | -1 | 0% | -6 | -10% | 11% | 1% | -1% | -6% | -15% | 0% | -8
CCOC(=O)N1CCC(Nc2cccc(SC)c2)CC1 | -44* | 0% | -13 | -7% | 6% | -5% | 4% | -11% | 15% | -3% | -71*
COc1ccc(OC)c(CN2C(=O)c3ccccc3C2C(=O)NCc2cccnc2)c1 (centres undefined) | 6 | -7% | 7 | -5% | -1% | -3% | -2% | 0% | 21% | 2% | -31
COC(=O)CC1C(=O)NCCN1C(=S)NC(=O)c1ccccc1[N+](=O)[O-] (centres undefined) | 0 | -3% | -2 | 1% | -20% | -4% | 6% | 6% | 8% | 1% | 0
CC(=O)CCC(=O)N1CCC(n2nccc2NC(=O)c2ccccc2C)CC1 | . | -6% | 5 | 6% | -31% | -4% | 3% | 0% | 15% | 2% | 2
O=C(O)c1cccc(NC(=O)c2ccc(S(=O)(=O)c3ccccc3)cc2)c1 | 10 | -1% | 2 | 11% | 40% | ? | 11% | 1% | -5% | ? | 6
Cc1ccc(CSc2sc(C(=O)c3ccccc3)c(N)c2C#N)cc1 | 0 | -2% | 1 | 2% | 6% | 9% | -3% | -3% | 0% | 3% | 9
COc1cc(OC)cc(C(=O)N2CCN=C2SCc2cccnc2)c1 | 1 | -2% | -22 | 1% | -7% | 3% | -1% | -8% | -12% | 0% | 28
O=C(NCc1ccncc1)c1cc(F)c(F)cc1Cl | 1 | -2% | -1 | 1% | -9% | 3% | 1% | -5% | -5% | 1% | 18
CC(C)Cn1c(SCC(=O)Nc2cccnc2Cl)nnc1-c1ccco1 | . | -10% | 7 | . | . | . | . | 3% | 3% | . | 5
Cn1c(NC(=O)c2ccc(Cl)cc2)cc(=O)n(C)c1=O | -7 | -1% | -22 | -3% | 24% | 3% | -4% | 5% | 0% | 3% | 12
CCOC(=O)c1c(NC(=S)Nc2ccccc2)sc2c1CCCCC2 | 2 | 1% | -3 | 5% | 2.5µM* | 4µM* | -6% | 1% | 13% | 2% | -11
Cc1ccc(Cl)cc1NC(=O)Nc1cccs1 | 0 | ? | -3 | -1% | 14µM* | -13% | -3% | -5% | -7% | -5% | -18
CCOC(=O)c1oc2cccc(O)c2c1C | -2 | -1% | 4 | ? | ? | 18% | ? | ? | -5% | ? | 9
Brc1ccc2c(c1)OCCOCCOCCOCCOCCO2 | 2 | -3% | 9 | -6% | -7% | 1% | -3% | -3% | 0% | 1% | -11

Continued:
SMILES | FBPA coupling cs | Tb PFK block | Giardia kill | Rab9 prom act | RORgamma inh | VP16 counter | NPC1 prom act | ELG1 genotox | uPA surface inh | FLuc modulator | KCNH2 3.1 inh
COc1ccc(S(=O)(=O)N2CCCCC2)cc1NC(=O)Cc1c[nH]c2ccccc12 | -6 | -1% | 12 | -5% | ? | -14% | 1% | -4% | 1% | -6% | 0
CN(CC(=O)Nc1c(Cl)cccc1Cl)C(=O)c1ccccc1-c1nc2ccccc2s1 | . | -6% | -16 | 1% | . | . | -1% | -6% | -2% | 1% | 18
CSc1nsc(SCC(=O)Nc2cccc(C(=O)O)c2)n1 | 7 | 0% | -13 | -11% | -19% | -11% | -7% | 5% | -2% | ? | 31
COc1ccc(Br)cc1CN(C)C(=O)c1ccccc1OCc1c(C)noc1C | . | 8% | 3 | 2% | . | . | -1% | -8% | -1% | -1% | 3
O=C(/C=C/c1ccccc1)OCN1C(=O)c2ccccc2C1=O | 1 | -6% | -3 | 0%[1.84 µM] | 13% | 1% | -4% | 0% | 2% | 4% | 0
COc1cccc(N2C(=O)CN(Cc3ccc(OC)c(OC)c3)C2=S)c1 | 1 | -4% | -12 | -7% | ? | 6% | 1% | 0% | -10% | -7% | -5
COc1ccc(OC)c(CC(=O)N2CCc3cc(OC)c(OC)cc3C2)c1 | 2 | 2% | -17 | -2% | 0% | -3% | 1% | -2% | -2% | 4% | 2
COc1ccc(-c2cc(C(F)(F)F)nc(N3CCN(c4ccc(F)cc4)CC3)n2)cc1OC | 3 | 4% | -9 | -3% | -50% | -5% | 5% | -3% | 3% | 0% | 10
CCOC(=O)C1=C(N)OC2=C(C(=O)CC(C)(C)C2)C1c1ccco1 (centres undefined) | 0 | 14% | -12 | ? | 17%[0.365 µM] | . | ? | ? | 2% | 4% | 1
COC(=O)Cn1ncc(N2C3CC(CC(C)(C)C3)C2C)c(Cl)c1=O (centres undefined) | 2 | 0% | 8 | -10% | -9% | 2% | -11% | -7% | -3% | 0% | 6

10 structures already listed, ordered by heavy-atom count, largest number first:
SMILES | FBPA coupling cs | Tb PFK block | Giardia kill | Rab9 prom act | RORgamma inh | VP16 counter | NPC1 prom act | ELG1 genotox | uPA surface inh | FLuc modulator | KCNH2 3.1 inh
CN(CC(=O)Nc1c(Cl)cccc1Cl)C(=O)c1ccccc1-c1nc2ccccc2s1 | . | -6% | -16 | 1% | . | . | -1% | -6% | -2% | 1% | 18
COc1ccc(S(=O)(=O)N2CCCCC2)cc1NC(=O)Cc1c[nH]c2ccccc12 | -6 | -1% | 12 | -5% | ? | -14% | 1% | -4% | 1% | -6% | 0
COc1ccc(Br)cc1CN(C)C(=O)c1ccccc1OCc1c(C)noc1C | . | 8% | 3 | 2% | . | . | -1% | -8% | -1% | -1% | 3
COc1ccc(OC)c(CC(=O)N2CCc3cc(OC)c(OC)cc3C2)c1 | 2 | 2% | -17 | -2% | 0% | -3% | 1% | -2% | -2% | 4% | 2
COc1cccc(N2C(=O)CN(Cc3ccc(OC)c(OC)c3)C2=S)c1 | 1 | -4% | -12 | -7% | ? | 6% | 1% | 0% | -10% | -7% | -5
CCOC(=O)C1=C(N)OC2=C(C(=O)CC(C)(C)C2)C1c1ccco1 (centres undefined) | 0 | 14% | -12 | ? | 17%[0.365 µM] | . | ? | ? | 2% | 4% | 1
Brc1ccc2c(c1)OCCOCCOCCOCCOCCO2 | 2 | -3% | 9 | -6% | -7% | 1% | -3% | -3% | 0% | 1% | -11
CSc1nsc(SCC(=O)Nc2cccc(C(=O)O)c2)n1 | 7 | 0% | -13 | -11% | -19% | -11% | -7% | 5% | -2% | ? | 31
Cc1ccc(Cl)cc1NC(=O)Nc1cccs1 | 0 | ? | -3 | -1% | 14µM* | -13% | -3% | -5% | -7% | -5% | -18
CCOC(=O)c1oc2cccc(O)c2c1C | -2 | -1% | 4 | ? | ? | 18% | ? | ? | -5% | ? | 9

Screens deposited in PubChem BioAssay by National Center for Advancing Translational Sciences (NCATS).
